# Insulin prom inh: inhibitors of insulin promoter-driven GFP, primary screen, imaging, TRM-6 cells (human fetal islet line), eGFP reporter, cell count | reporter expression induced with tamoxifen | inhibition, % at 2 µM | actives 0.9% (n = 130,000);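 active means inhibition above the mean plus 3 SD, with well images judged a real hit on visual review, cut at about 60% in these data, passing the limit was not always enough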
# SDO1 yeast rescue: growth rescue of sdo1-depleted yeast, primary screen, S. cerevisiae, bone marrow failure model; S. cerevisiae sdo1-depleted JHY4D growth rescue, OD600 30 h; active compounds read high; pdr5 snq2 efflux-pump mutant strain; z-score at 10 µM; actives 0.21% (n = 140,000); AID 817, 2007;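 active means z-score above 3 at both the 24 hr and the 30 hr optical density reads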;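 further: z-score against mean and SD of all compound wells on the same plate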
# SDO1 yeast rescue Rescue 24 h: recorded beside SDO1 yeast rescue, whose call it bears; z-score; S. cerevisiae sdo1-depleted JHY4D growth rescue, OD600; measured here: growth rescue at 24 h;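 0 is the plate mean of compound wells and units are plate SD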
# The depositor's hits bear a star; nt = not tested or not shown. Not a hit list; 0.91% or so of the library scored in one or more.
# The line under a structure holds: Insulin prom inh, SDO1 yeast rescue, SDO1 yeast rescue Rescue 24 h
- O=C(CN1C(=O)CSc2ncccc21)NCCN1CCOCC1
  nt, 0.56, 0.33
- COc1cc(NC(=O)c2ccc(OC)c([N+](=O)[O-])c2)ccc1NC(=O)c1cccs1
  42.9, -0.27, -0.07
- CCCc1cc(Nc2ccccc2OCC)n2ncnc2n1
  -34.3, -1.05, -1.1
- Cc1oc(-c2nc3ccccc3n2C)cc1C(=O)c1ccccc1
  66.7, -1.67, -1.18
- O=C(Nc1ccc(N2CCOCC2)cc1)C1CC1
  50.0, 1.47, 1.62
- O=c1cc(O)c2sc3nc(-c4ccccc4)cc(C(F)(F)F)c3c2[nH]1
  34.4, 0.28, -0.43
- O=C(CSc1nc2ccccc2o1)Nc1nc(-c2ccccc2)cs1
  nt, -1.6, -1.44
- O=C1C2CCCN2C(c2ccc(Br)cc2)N1c1ccc(F)cc1 (stereo not given)
  nt, 0.53, -0.08
- CCc1ccccc1NC(=O)CN(C)C(=O)CSc1nnc(Nc2cccc(C)c2)s1
  -56.2, 1.16, 1.08
- CCOC(=O)c1ccccc1NC(=O)CN(c1ccccc1OCC)S(C)(=O)=O
  nt, -1.13, 0.01
- COc1cc(C(=O)NNC(=O)C2CC=CCC2C(=O)O)cc(OC)c1OC (stereo not given)
  nt, -0.03, -0.47
- O=C(NCc1n[nH]c(=S)n1-c1ccc(Br)cc1)c1ccc(S(=O)(=O)N2CCCC2)cc1
  55.0, nt, nt
- CC1=C(C(=O)Nc2ccccc2Cl)C(c2ccc(N(C)C)cc2)NC(=O)N1 (stereo not given)
  -112.9, -0.34, -0.28
- Cc1nn(C)c(Cl)c1NC(=O)OCc1ccccc1
  nt, -0.51, -1.12
- COn1c(SCc2cccnc2)nc2ccccc2c1=O
  -21.4, 0.56, 0.4
- COc1ccc2[nH]c(C)c(CCNC(=S)Nc3ccc(C)cc3)c2c1
  -13.5, nt, nt
- COc1cccc(C2=NOC(C(=O)Nc3ccc(OC)c(OC)c3)C2)c1 (stereo not given)
  0.0, 0.57, 0.59
- O=C(CSc1nnc(-c2cccs2)o1)N1CCCCC1
  nt, 0.32, 1.09
- O=C1CC(c2ccc(F)cc2)Sc2ccccc2N1 (stereo not given)
  6.2, 0.62, 0.14
- CCN1CCN(C(c2cc(OC)ccc2OC)c2nnnn2Cc2ccccc2)CC1 (stereo not given)
  0.0, -0.04, -0.34
- N#C/C(=C\c1ccc(O)c(O)c1)C(=O)NCCCc1ccccc1
  -18.2, 1.64, 2.04
- CCN(CC)c1ccc(/C=C2\CCC(/C=N/NC(=O)c3ccc(=O)n(C)c3)=C2N2CCOCC2)cc1
  nt, -0.1, 0.47
- CCCOc1ccc(C(=O)NCC2OCCc3ccccc32)cc1OC (stereo not given)
  -68.8, nt, nt
- CC(CCc1ccccc1)NC(=O)C1CCN(c2nnc(-n3cccc3)s2)CC1 (stereo not given)
  nt, 0.67, 1.27
- Cn1c(SCC(=O)Nc2ccccc2F)nnc1-c1cc2ccccc2o1
  -8.7, -1.25, -0.22
- CN(C)c1cc(=O)n2c(n1)SCCC2
  18.4, 2.57, 2.53
- O=C(Nc1cnc2ccccc2c1)N1CCOCC1
  nt, 1.84, 2.26
- Cc1ccccc1-c1nc(CS(=O)(=O)CC(=O)Nc2cc(F)ccc2F)c(C)o1
  nt, -2.69, -1.39
- Cc1ccc(NCCC(=O)c2cccs2)cc1Cl
  15.9, 1.12, 0.58
- COc1ccc(C(=O)Nc2ccc(Cl)c(S(=O)(=O)Nc3ccccc3OC)c2)cc1
  nt, -1.09, -1.38
- O/N=C1\CCCc2ccc(Cl)cc21
  27.8, 0.06, -0.16
- CCCCN(CCCC)c1nc(OC)nc(-n2nnc(C(C)=O)c2C)n1
  -45.7, -1.71, -1.53
- COc1ccc(/C(O)=C2/C(=O)C(=O)N(Cc3cccnc3)C2c2ccncc2)cc1F (stereo not given)
  -7.9, 0.21, -0.33
- Cc1ccc(S(=O)(=O)N(C)C)cc1NC(=O)c1cncc(Br)c1
  3.3, -1.59, -1.74
- CCc1cc2ccc(C)cc2nc1SCC(=O)Nc1c[nH]c(=O)[nH]c1=O
  13.3, nt, nt
- COc1cccc(Nc2nc3ccccc3n2C(C)C)c1
  61.5*, 0.41, 0.73
- O=C(COC(=O)C1(c2ccc(Cl)cc2)CCCC1)N1CCc2ccccc21
  nt, 0.36, 0.2
- Cc1ccc(C(=O)OCC(=O)c2c(N)n(C)c(=O)n(C)c2=O)cc1S(=O)(=O)N1CCCCC1
  25.5, -0.96, -1.32
- O=C(CSc1nc(NS(=O)(=O)c2ccccc2)cc(=O)[nH]1)Nc1ccc(F)cc1
  nt, 0.98, 0.79
- O=C(Cn1cnc2cc([N+](=O)[O-])ccc2c1=O)NCc1ccc(Cl)cc1
  25.0, nt, nt
- CNC(=O)c1cc2c(ccc3ccccc32)oc1=N
  -204.8, 0.19, 0.49
- Cc1ccc(S(=O)(=O)NC2CCCC(C(=O)O)C2)cc1 (stereo not given)
  nt, 0.59, 0.13
- O=C(C1=C(O)C(=O)N(Cc2ccco2)C1c1cccnc1)c1cc2ccccc2o1 (stereo not given)
  9.3, 1.01, 0.48
- CC(C)(C)c1nnc2sc(SCC(=O)c3ccc(Cl)cc3)nn2c1=O
  20.5, -0.21, -0.49
- O=[N+]([O-])c1ccc2nc(-c3ccccc3)oc2c1
  -16.7, nt, nt
- O=S(=O)(NCC(c1ccco1)N1CCN(c2ccccc2)CC1)c1ccc(F)cc1 (stereo not given)
  nt, -0.76, -0.88
- Cc1cc(NC(=O)CSc2nnc(-c3ccccc3)c(-c3ccccc3)n2)no1
  -28.2, nt, nt
- O=c1[nH]cnc2sc3c(c12)CCCC3
  50.0, -0.12, -0.88
- COc1cccc(C2CC(c3ccccc3)Nc3ncnn32)c1 (stereo not given)
  -5.9, 1.6, 2.39
- CCOc1ccc(-c2cn3ccccc3n2)cc1[N+](=O)[O-]
  5.7, 0.59, 0.39

# More records follow:
# The line under a structure holds: Insulin prom inh, SDO1 yeast rescue, SDO1 yeast rescue Rescue 24 h
- COc1cc(/C=C/C(=O)c2cccc([N+](=O)[O-])c2)cc(OC)c1OC
  56.2, -0.99, -0.89
- Cc1ccc(S(=O)(=O)N(CC(=O)N/N=C/c2ccco2)c2cc(Cl)cc(Cl)c2)cc1
  nt, -0.98, -0.6
- Cc1nc2ccccn2c1C(=O)NNS(=O)(=O)c1ccc(C(C)(C)C)cc1
  -5.1, -0.45, -0.86
- Cc1c(N=Cc2c(O)n(Cc3ccco3)c(=O)c3ccccc23)c(=O)n(-c2ccccc2)n1C
  -95.2, -1.31, -0.96
- Cc1ccc(NC(=O)Nc2ccc(Cl)cc2)c(Br)c1
  11.1, -0.74, -0.24
- CCOC(=O)CC(=O)CSc1nc(-c2cccnc2)ccc1C#N
  31.2, 0.28, 0.65
- COc1ccc(NC(=O)Cn2nnc(-c3ccccc3NS(=O)(=O)c3ccccc3)n2)cc1
  -20.0, -0.84, -0.65
- O=C(Nc1ccc2c(c1)CCC2)Nc1ccc2c(c1)OCO2
  33.3, nt, nt
- O=C(NNC1=NS(=O)(=O)c2ccccc21)c1ccc(Cl)cc1
  -22.2, nt, nt
- COc1ccccc1CNCC(O)(c1ccc(Cl)cc1)c1ccc(Cl)cc1
  nt, -1.07, -1.11

# In a second layout: results already given.
canonical_smiles | Insulin prom inh | SDO1 yeast rescue | SDO1 yeast rescue Rescue 24 h
Cc1nc2ccccn2c1C(=O)NNS(=O)(=O)c1ccc(C(C)(C)C)cc1 | -5.1 | -0.45 | -0.86
Cc1c(N=Cc2c(O)n(Cc3ccco3)c(=O)c3ccccc23)c(=O)n(-c2ccccc2)n1C | -95.2 | -1.31 | -0.96
Cc1ccc(NC(=O)Nc2ccc(Cl)cc2)c(Br)c1 | 11.1 | -0.74 | -0.24
CCOC(=O)CC(=O)CSc1nc(-c2cccnc2)ccc1C#N | 31.2 | 0.28 | 0.65
COc1ccc(NC(=O)Cn2nnc(-c3ccccc3NS(=O)(=O)c3ccccc3)n2)cc1 | -20.0 | -0.84 | -0.65

# Additional results:
# The line under a structure holds: Insulin prom inh, SDO1 yeast rescue, SDO1 yeast rescue Rescue 24 h
- Cc1ccc(CNC(=O)CN2C(=O)COc3ccc(C)cc32)cc1
  nt, 0.34, 0.47
- O=C(CCC(=O)OCCCC(F)(F)C(F)(F)F)Nc1ccc(Cl)cc1Cl
  -3.6, -0.21, -0.51
- CC(C)CC(CO)N1CCN(C(=O)c2ccc(C(C)(C)C)cc2)CCC1=O (stereo not given)
  10.0, 0.92, 0.95
- Fc1ccccc1COc1ccc2ccccc2c1CNc1nn[nH]n1
  -81.8, nt, nt
- COC(=O)COn1c(SCC(=O)OC)nc2ccccc2c1=O
  -15.4, 0.4, 0.29
- COc1cc(CNCc2ccccn2)ccc1OCc1c(Cl)cccc1Cl
  nt, -0.19, -0.89
- Cc1nn(C)c(C)c1S(=O)(=O)Nc1ccc2c(c1)OCO2
  nt, 0.63, 0.43
- CCn1c(NC(=O)c2cccc(Cn3cc(Cl)cn3)c2)nc2ccccc21
  nt, -0.2, 0.6
- COC(=O)C(O)(CC(=O)Nc1ccc(OC)cc1)C(F)(F)F (stereo not given)
  -418.8, 0.26, -0.53
- CCOC(=O)C1C2C=CC3(CN(C4CCCC4)C(=O)C13)O2 (stereo not given)
  32.1, 0.32, 0.31
- CC1(C)CC[C@]2(C(=O)O)CC[C@]3(C)C(=CCC4[C@@]5(C)CC[C@H](O)C(C)(C)C5CC[C@]43C)C2C1 (stereo not given in full)
  9.5, -0.65, -0.29
- Cc1nn2c(-c3ccc(Cl)cc3)nnc2s1
  47.8, 0.5, 0.21
- O=c1[nH]n(Cc2ccccc2)c(=O)c2ccccc12
  -64.3, -1.52, -0.97
- O=C(NCc1ccc2c(c1)OCO2)c1cc(-n2cnnc2)ccc1Cl
  4.1, 1.55, 0.89
- COc1ccc2cc(C(=O)Nc3ccc(O)cc3)sc(=O)c2c1OC
  -7.7, 0.78, 0.17
- COc1ccccc1CNC(=O)/C=C/c1ccc(S(=O)(=O)NCc2ccco2)cc1
  -14.3, 0.23, 0.14
- S=C(NCc1cccc(Cl)c1)NC1CCCCC1
  -35.7, -1.32, -1.19
- Cc1ccc(NC(=O)c2cc(-c3ccccc3)nn2-c2ccccc2)cc1
  -3.6, -0.69, -0.98
- Cc1ccc(/C=C/c2nnc(-c3cccs3)o2)cc1
  nt, -1.09, -0.69
- COc1ccc(/C=N\NC(=O)c2cc(OCC(F)(F)F)ccc2OCC(F)(F)F)cc1
  nt, -1.21, 0.15
- O=C(CCCCCn1c(SCc2ccncc2)nc2ccccc2c1=O)NCc1ccco1
  36.4, -0.58, 0.05
- Cc1ccccc1-n1c(SCC(=O)N/N=C/c2sccc2C)nc2ccccc2c1=O
  27.8, -0.76, -1.08
- CC(=O)c1ccccc1NC(=O)CSc1nnc2ccccn12
  -15.6, 1.09, 1.21
- COc1ccccc1NC(C)=O
  -34.6, 1.32, 1.64
- CC(=O)NC(=O)Nc1sc(=S)n(C)c1C
  -11.8, 0.61, -0.18
- Cc1ccc(C(C(=O)NCc2ccccc2)N(Cc2cccs2)C(=O)c2ccc3c(c2)OCCO3)cc1 (stereo not given)
  11.8, -1.19, -1.06
- CCOC(=O)c1c(CN2CCN(c3ccccc3)CC2)oc2ccc(O)cc12
  nt, -0.64, -0.91
- Cc1nc2ccc(NC(=O)N3CCC(c4ccccc4)C3)cc2nc1C (stereo not given)
  -10.8, -0.69, -0.55
- Cc1cc(N2CC34C=CC(O3)C(C(=O)O)C4C2=O)no1 (stereo not given)
  -50.0, 1.8, 2.5
- CN(C)/C=C/C(=O)c1ccccc1F
  19.4, 0.53, -0.23
- CCOC(=O)C1CCN(S(=O)(=O)c2ccc(OC)c(Cl)c2Cl)CC1
  -14.3, -0.12, -0.18
- CCCNC(=O)Cn1nc(C(F)(F)F)cc1C
  33.3, nt, nt
- Cc1cccc(C)c1NC(=O)C(NC(=O)c1ccccn1)c1ccccc1[N+](=O)[O-] (stereo not given)
  -39.7, -0.66, -0.42
- Nc1c(C(=O)c2ccccc2)sc2c1c(=O)[nH]c(=O)n2-c1ccccc1
  nt, 0.02, -0.08
- CN(C)c1ccnc2sc3c(=O)n(Cc4ccccc4)cnc3c12
  66.7, -1.25, -1.41
- Cc1ccnc(NS(=O)(=O)Cc2ccccc2)c1
  13.5, 0.38, -0.26
- O=C(NC(=S)Nc1ccccn1)c1cncc(Br)c1
  13.3, 0.39, 0.54
- O=C(Cn1nnc2ccccc2c1=O)NCCc1ccccc1
  nt, 0.54, 0.01
- N#CC1=C(N)OC2=C(C(=O)CCC2)C12C(=O)N1CCCc3cccc2c31 (stereo not given)
  -8.5, 1.69, 1.69
- Nc1cc2c(cc1C(=O)c1ccccc1)OCCO2
  17.6, 0.53, -0.19
- COCCCN(C(=S)Nc1c(C)cc(C)cc1C)C(C)c1ccncc1 (stereo not given)
  0.0, -0.23, -0.9
- Cc1cc(C(=O)NCCN2CCCCC2C)n(-c2ccccc2)n1 (stereo not given)
  nt, 1.55, 1.42
- Cc1cccc(/C=C/c2nc3ccccc3c(=O)n2Cc2ccccc2)c1
  28.6, -0.83, -1.31
- NC1=C([N+](=O)[O-])C(c2ccc(F)cc2)C2=C(CCCC2=O)O1 (stereo not given)
  -34.6, 1.09, -0.68
- O=C(CSc1nc(O)cc(=O)[nH]1)Nc1ccc2c(c1)CCC2
  -69.2, 0.47, 0.21
- Clc1ccc(-n2nnnc2CN2CCCCC2)cc1Cl
  -25.0, 0.56, -0.42
- Cc1sc2ncnc(N/N=C/c3cccc(O)c3)c2c1C
  nt, -0.21, -0.32
- c1csc(-c2nnc3ccccn23)c1
  40.0, 0.77, -0.02
- O=Cc1ccccc1OS(=O)(=O)c1ccccc1
  35.7, 0.03, -1.16

# Source: PubChem BioAssay (several laboratories)
